# Tcruzi prolif – inhibitors of T. cruzi proliferation; T. cruzi beta-gal in NIH3T3, GalScreen luminescence, 90 h; inhibition, % at 8.34 µM; 77,000 compounds, 5.9% hits;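 active = mean inhibition above about 93%, with at least 55% of replicates each passing it, limit read from the data, passing the limit was not always enough; inconclusive = only one of those two conditions holds; inactive = neither condition holds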
# KDM4C inh – inhibitors of human demethylase GASC-1 KDM4C; Q9H3R0; GST-KDM4C 2-372, H3K9me3 peptide, LANCE TR-FRET; inhibition, % at 12.5 µM; 96,000 compounds, 0.15% hits; AID 720574;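 active = mean replicate inhibition above about 25%, with at least 55% of replicates also reaching it, limit read from the data, passing the limit was not always enough; inconclusive = only one of those two conditions met; inactive = neither condition met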
# Target sequence (Q9H3R0 2-372 limits assumed): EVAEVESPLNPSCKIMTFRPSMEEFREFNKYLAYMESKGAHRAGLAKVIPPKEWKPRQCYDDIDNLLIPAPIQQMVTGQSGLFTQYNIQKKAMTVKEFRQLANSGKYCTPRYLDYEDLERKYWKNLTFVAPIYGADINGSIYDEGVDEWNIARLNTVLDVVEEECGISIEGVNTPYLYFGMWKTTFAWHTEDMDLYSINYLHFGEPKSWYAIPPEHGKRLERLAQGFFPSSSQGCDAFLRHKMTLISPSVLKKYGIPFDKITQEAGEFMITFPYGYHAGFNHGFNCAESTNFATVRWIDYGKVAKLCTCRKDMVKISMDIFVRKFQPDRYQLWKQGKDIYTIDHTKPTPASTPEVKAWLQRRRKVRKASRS
#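 Material: N-terminal GST-fused human GASC-1 (KDM4C) fragment, residues 2-372. Input: 10 nM enzyme. Incubation: enzyme reaction 30 min, then detection 60 min, both room temperature. Doses: one test concentration per compound. Read-out basis: inhibition from TR-FRET ratio decrease. Detection: LANCE TR-FRET, excitation 340 nm, emissions 618 and 671 nm.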
# Pf Dd2 growth – inhibitors of Plasmodium falciparum Dd2 growth; 94,000 compounds, 2.3% hits; AID 1159554; activity change, % at 10 µM; P. falciparum Dd2 growth, SYBR Green, 72 h; hits give low values; in the data active = activity change below about -80%; inconclusive = no clear call, values can overlap the other calls
# C diff growth – blocks growth of Clostridium difficile | 86,000 compounds, 0.25% hits | growth activity, negative = inhibition, % at 16 µg/mL (by protocol) | AID 1259249 | Clostridium difficile clinical isolate growth, OD600, 24 h; hits give low values;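 active = mean growth activity at or below -80% and every replicate also at or below -80%; inconclusive = mean at or below -80% but some replicate above -80%; inactive = mean growth activity above -80%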;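 also: 0% = DMSO wells and -100% = levofloxacin 16 µg/mL wells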
# * hit, by the source's call; u = inconclusive; x = not tested or not shown.
molecule	Tcruzi prolif	KDM4C inh	Pf Dd2 growth	C diff growth
COc1ccc2c3c([nH]c2c1)[C@H](CO)N(C(=O)C1CCCCC1)CC31CCN(C(=O)c2ccncc2)CC1	x	-1.1	-42	0
Cc1noc(C)c1NC(=O)Nc1ccc2c(c1)C(=O)N([C@@H](C)CO)C[C@H](C)[C@H](CN(C)S(=O)(=O)c1cn(C)cn1)OCCCC[C@@H](C)O2	26	0.4	65	1
COCC(=O)N1[C@@H](CO)[C@@H](c2ccccc2)[C@@H]1CNC(=O)c1ccccn1	12	0.2	8	-3
C[C@H](CO)N1C[C@H](C)[C@@H](CN(C)Cc2ccc3c(c2)OCO3)Oc2ccc(NC(=O)Nc3cccc4ccccc34)cc2C1=O	71	1.1	-8	0
C[C@@H]1CCCCO[C@H](CN(C)S(=O)(=O)c2cn(C)cn2)[C@@H](C)CN([C@H](C)CO)C(=O)c2cc(NC(=O)C3CCCCC3)ccc2O1	-8	0.1	40	-13
C[C@H](CO)N1C[C@H](C)[C@@H](CN(C)C(=O)c2ccccc2F)Oc2ncc(C#Cc3cccc(F)c3)cc2C1=O	99*	-1.5	-87*	0
CCS(=O)(=O)NCC[C@H]1CC[C@H](NS(=O)(=O)c2cccc(F)c2)[C@@H](CO)O1	-17	0.5	-7	-8
Cc1noc(C)c1S(=O)(=O)Nc1ccc2c(c1)C(=O)N([C@H](C)CO)C[C@H](C)[C@@H](CN(C)S(C)(=O)=O)O2	-45	-1.1	12	-2
C[C@H]1CN([C@@H](C)CO)S(=O)(=O)c2ccc(C#Cc3ccccc3F)cc2O[C@H]1CN(C)C(=O)Cc1ccccc1	125*	-1.3	-26	-3
CNC[C@@H]1Oc2c(NC(=O)C3CC3)cccc2C(=O)N([C@H](C)CO)C[C@@H]1C	-19	-0.3	28	6

# Following part:
molecule	Tcruzi prolif	KDM4C inh	Pf Dd2 growth	C diff growth
CO[C@H]1CN(C)C(=O)c2ccc(NC(=O)C3CC3)cc2OC[C@H](C)N(Cc2cc(F)ccc2F)C[C@H]1C	67	1.3	-28	x
C[C@@H]1CCCCO[C@@H](CN(C)C(=O)Nc2ccc(F)cc2)[C@@H](C)CN([C@H](C)CO)C(=O)c2cc(NC(=O)Nc3ccc(F)cc3)ccc2O1	x	0.4	1	x
O=C(Nc1ccc(Cl)cc1)N[C@@H]1CC[C@H](CCNS(=O)(=O)c2ccccc2F)O[C@@H]1CO	-92	-0.9	-4	-4
COc1ccc2c3c([nH]c2c1)[C@H](CO)N(C(=O)CN1CCOCC1)CC31CCN(C(C)=O)CC1	x	-0.6	19	-4
CC(C)C#Cc1cnc2c(c1)C(=O)N([C@H](C)CO)C[C@H](C)[C@H](CN(C)C(=O)CC1CC1)O2	7	x	8	0
CCCNC(=O)[C@H]1[C@H](CO)[C@H]2Cn3c(ccc(-c4ccncc4)c3=O)[C@H]2N1C(=O)c1ccccc1F	55	-0.8	11	-4
CCCNC(=O)N1CC2(CN(Cc3ccncc3)C2)c2c(n(C)c3cc(OC)ccc23)[C@H]1CO	x	1.2	-18	-7
C[C@H](CO)N1C[C@H](C)[C@@H](CN(C)C(=O)Nc2ccc3c(c2)OCO3)Oc2ccc(NS(=O)(=O)c3cccs3)cc2C1=O	-38	1.7	-6	x
O=C(NCC[C@@H]1CC[C@@H](NC(=O)C2CCCCC2)[C@H](CO)O1)c1cnccn1	x	2.7	2	0
COCC(=O)N1CCC2(CC1)CN(C(=O)c1ccccn1)[C@@H](CO)c1c2c2ccc(OC)cc2n1C	x	0.5	29	1

# Next section:
molecule	Tcruzi prolif	KDM4C inh	Pf Dd2 growth	C diff growth
COc1cccc(-c2ccc([C@H]3[C@H]4CN(C(=O)NC(C)C)CC(=O)N4[C@H]3CO)cc2)c1	x	-1.8	10	62
COc1ccc(S(=O)(=O)N2CC[C@@H]3[C@@H](CO)Nc4ccc(-c5ccc(C#N)cc5)cc4[C@@H]32)cc1	60	0.0	-81*	6
O=C(Nc1cccc(F)c1)N[C@H]1CC[C@H](CCn2cc(Cc3ccccc3)nn2)O[C@H]1CO	3	-0.5	5	-2
COc1ccc(S(=O)(=O)N(C)C[C@@H]2OCCCC[C@H](C)Oc3ccc(N(C)C)cc3C(=O)N([C@H](C)CO)C[C@@H]2C)cc1	56	-1.0	-80	3
C[C@H]1CN([C@@H](C)CO)C(=O)c2cc(NC(=O)Cc3ccccc3)ccc2O[C@H]1CN(C)C(=O)Nc1ccc2c(c1)OCO2	8	-0.4	15	-5
CC(C)NC(=O)Nc1ccc2c(c1)C(=O)N([C@@H](C)CO)C[C@H](C)[C@H](CN(C)C(=O)NC1CCCCC1)OCCCC[C@@H](C)O2	-2	2.2	-42	0
CCCN1C[C@@H](C)[C@H](OC)CN(C)C(=O)c2ccc(NC(=O)c3ccc4c(c3)OCO4)cc2OC[C@H]1C	x	-0.2	-78	x
Cc1ccccc1NC(=O)Nc1ccc2c(c1)C(=O)N(C)[C@@H]1CC[C@@H](CC(=O)O)O[C@H]1CO2	24	0.5	16	1
COc1ccc(NC(=O)N(C)C[C@H]2OCc3ccccc3-c3ccccc3C(=O)N([C@H](C)CO)C[C@@H]2C)c(OC)c1	-16	3.1	38	x
O=C(C[C@@H]1C=C[C@@H](NC(=O)CC2CC2)[C@@H](CO)O1)NCc1ccc(-c2ccccc2)cc1	4	-1.0	-1	x

# The list goes on.
molecule	Tcruzi prolif	KDM4C inh	Pf Dd2 growth	C diff growth
C[C@H](CO)N1C[C@H](C)[C@H](CN(C)C)Oc2c(NC(=O)Nc3ccc4c(c3)OCO4)cccc2C1=O	x	1.6	9	-4
CC(C)(C)[S@@](=O)N1Cc2cc(C(=O)NCc3ccncc3)nc(-c3cccc(-c4ccncc4)c3)c2[C@H]1CCO	32	-0.4	-35	x
CC(C)NC(=O)Nc1ccc2c(c1)C(=O)N([C@H](C)CO)C[C@H](C)[C@H](CN(C)S(=O)(=O)c1ccc(Cl)cc1)OCCCC[C@H](C)O2	79	-0.5	-60	-9
C[C@H]1CN([C@@H](C)CO)C(=O)c2cc(C#CC3CCCC3)cnc2O[C@@H]1CN(C)C(=O)C1CC1	60	0.4	-10	-6
CC(C)NC(=O)N[C@@H]1CC[C@H](CCn2cc(-c3ccc(F)cc3)nn2)O[C@H]1CO	-6	0.0	-3	x
C[C@H]1CN([C@@H](C)CO)C(=O)c2cc(NC(=O)C3CCCCC3)ccc2O[C@H]1CN(C)Cc1ccc(C(=O)O)cc1	-15	1.6	16	-3
C[C@@H]1CCCCO[C@@H](CN(C)C(=O)Nc2ccc(F)cc2)[C@H](C)CN([C@@H](C)CO)C(=O)c2cc(NC(=O)c3ccncc3)ccc2O1	43	-2.1	18	4
CO[C@@H]1CN(C)C(=O)c2ccc(NC(=O)c3cccc(F)c3)cc2OC[C@@H](C)NC[C@@H]1C	-28	-1.2	-17	0
C[C@H](CO)N1C[C@H](C)[C@H](CN(C)S(=O)(=O)c2ccccc2)Oc2c(NC(=O)c3ccc(-c4nccs4)cc3)cccc2C1=O	43	-2.1	4	-9
O=C(C[C@@H]1C[C@H]2c3cc(NC(=O)Nc4ccc(C(F)(F)F)cc4)ccc3O[C@H]2[C@H](CO)O1)NCc1ccccn1	29	-1.4	-44	2

# The results go on:
molecule	Tcruzi prolif	KDM4C inh	Pf Dd2 growth	C diff growth
C[C@@H]1CN([C@H](C)CO)C(=O)c2cc(NC(=O)Nc3cccc4ccccc34)ccc2O[C@H]1CN(C)Cc1ccncc1	41	-1.7	-10	x
N#C[C@H]1[C@H](c2ccccc2)[C@H](CO)N1C(=O)c1cc(Cl)cc(Cl)c1	72	0.0	15	12
CN(C)C(=O)c1ccc(-c2cccc(-c3nc(C(=O)NC4CCCC4)cc4c3[C@@H](CCO)N([S@](=O)C(C)(C)C)C4)c2)cc1	72	1.7	-74	x
CCCC#Cc1ccc([C@@H]2[C@@H](CO)N3CCCCN(Cc4ccncc4)C[C@@H]23)cc1	95	5.6	-10	-15
C[C@H](CO)N1C[C@H](C)[C@@H](CN(C)C(=O)CCCN(C)C)OCc2cnnn2CCCC1=O	8	1.0	u	x
C[C@H](CO)N1C[C@H](C)[C@@H](CN(C)S(C)(=O)=O)Oc2cc(C#CCN(C)C)ccc2S1(=O)=O	-11	0.5	x	6
C[C@H](CO)N1C[C@H](C)[C@@H](CN(C)Cc2ccncc2)Oc2ccc(NC(=O)C3CCCCC3)cc2CC1=O	38	-0.8	-17	6
C[C@@H]1CN([C@H](C)CO)C(=O)c2cc(N(C)C)ccc2O[C@@H](C)CCCCO[C@@H]1CN(C)C	29	-1.0	-33	-1
O=C(C1CCOCC1)N1CC(=O)N2[C@H](CO)[C@@H](c3ccc(C#CC4CCCCC4)cc3)[C@@H]2C1	x	-0.3	-29	61
C[C@H](CO)N1C[C@H](C)[C@@H](CN(C)Cc2ccncc2)Oc2c(NC(=O)Nc3ccccc3)cccc2C1=O	-23	x	4	4

# (listing goes on)
molecule	Tcruzi prolif	KDM4C inh	Pf Dd2 growth	C diff growth
C[C@H]1CN([C@@H](C)CO)C(=O)c2cc(C#Cc3ccccc3F)cnc2O[C@@H]1CN(C)S(=O)(=O)c1ccccc1F	115*	-3.7	-44	-11
Cc1noc(C)c1NC(=O)N(C)C[C@H]1Oc2c(NC(=O)c3ccc(-c4nccs4)cc3)cccc2C(=O)N([C@H](C)CO)C[C@H]1C	85	-0.6	16	x
CNC[C@@H]1Oc2ccc(NS(=O)(=O)c3ccc(Cl)cc3)cc2C(=O)N([C@@H](C)CO)C[C@H]1C	x	0.4	16	8
O=C(C[C@@H]1CC[C@@H]2[C@H](COC[C@H](O)CN2S(=O)(=O)c2ccc(Cl)cc2)O1)N[C@@H]1CCN(Cc2ccccc2)C1	44	0.6	-49	x
CO[C@H]1CN(C)C(=O)c2ccc(NC(C)=O)cc2OC[C@@H](C)N(C(=O)CC2CC2)C[C@@H]1C	-17	0.3	-2	x
CCCC(=O)Nc1ccc2c(c1)OC[C@H](C)N(Cc1ccccc1)C[C@H](C)[C@H](OC)CN(C)C2=O	-35	2.5	-7	x
C[C@H]1CN([C@@H](C)CO)C(=O)c2cc(C#CCc3ccccc3)cnc2O[C@@H]1CN(C)C(=O)C1CCC1	x	-2.8	-73	-5
COc1cccc(S(=O)(=O)Nc2ccc3c(c2)[C@H]2C[C@@H](CC(=O)N4CCCCC4)O[C@@H](CO)[C@H]2O3)c1	33	-0.9	27	x
CN(C)CCCNC(=O)C[C@@H]1C=C[C@@H](NS(=O)(=O)c2ccc(F)cc2)[C@@H](CO)O1	45	2.7	-2	-1
CCCNC(=O)N1C[C@H](C)[C@H](OC)CN(C)C(=O)c2ccc(NS(C)(=O)=O)cc2OC[C@H]1C	4	-1.1	4	x

# Five entries picked at random from those above, as already listed:
molecule	Tcruzi prolif	KDM4C inh	Pf Dd2 growth	C diff growth
Cc1noc(C)c1NC(=O)N(C)C[C@H]1Oc2c(NC(=O)c3ccc(-c4nccs4)cc3)cccc2C(=O)N([C@H](C)CO)C[C@H]1C	85	-0.6	16	x
O=C(C[C@@H]1CC[C@@H]2[C@H](COC[C@H](O)CN2S(=O)(=O)c2ccc(Cl)cc2)O1)N[C@@H]1CCN(Cc2ccccc2)C1	44	0.6	-49	x
CCCNC(=O)N1C[C@H](C)[C@H](OC)CN(C)C(=O)c2ccc(NS(C)(=O)=O)cc2OC[C@H]1C	4	-1.1	4	x
CN(C)CCCNC(=O)C[C@@H]1C=C[C@@H](NS(=O)(=O)c2ccc(F)cc2)[C@@H](CO)O1	45	2.7	-2	-1
C[C@H]1CN([C@@H](C)CO)C(=O)c2cc(C#CCc3ccccc3)cnc2O[C@@H]1CN(C)C(=O)C1CCC1	x	-2.8	-73	-5

# Additional entries.
molecule	Tcruzi prolif	KDM4C inh	Pf Dd2 growth	C diff growth
CO[C@H]1CN(C)C(=O)c2ccc(NC(=O)C3CCC3)cc2OC[C@H](C)N(CC2CCCCC2)C[C@@H]1C	x	1.1	-74	42
O=C(C[C@@H]1CC[C@H]2[C@@H](COC[C@H](O)CN2Cc2ccncc2)O1)NCc1ccncc1	-1	10.0	14	x
O=C(c1cnccn1)N1CC(=O)N2[C@@H](CO)[C@H](c3ccc(-c4cccc(F)c4)cc3)[C@@H]2C1	x	-0.4	34	6
COCC#Cc1cnc2c(c1)C(=O)N([C@@H](C)CO)C[C@H](C)[C@H](CN(C)Cc1ccccc1)O2	25	x	-8	1
C/C=C/c1ccc([C@@H]2[C@H](CO)N3C(=O)CN(Cc4ccc(C)cc4)C[C@@H]23)cc1	x	-0.7	-5	-2
CO[C@@H]1CN(C)C(=O)c2ccc(NC(=O)c3cnccn3)cc2OC[C@H](C)N(C)C[C@@H]1C	3	-0.5	20	0
CO[C@H]1CN(C)C(=O)c2ccc(NC(=O)Nc3ccccc3)cc2OC[C@@H](C)N(C(=O)CN(C)C)C[C@H]1C	-20	0.9	8	x
COc1cccc(CN2CCC3(CC2)CN(C(=O)C2CC2)[C@H](CO)c2c3c3ccc(OC)cc3n2C)c1	x	-1.1	-85*	3
